mIAP act = activators of mouse IAP, primary screen, biochemical, luminescence, uHTS | intestinal alkaline phosphatase [Mus musculus] | muIAP, CDP-Star luminescence, 30 min; active compounds read high; 1 = vehicle-only enzyme signal, 0 = enzyme-free wells | activation factor at 10 µM | 0.24% of 330,000 active;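 active = activation factor of at least 2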; note: the source names both 10 and 20 µM as test concentration; values of inactives mirror those of a sister screen read the other way
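Assay system: mouse IAP enzyme; reagent: chemiluminescent substrate CDP-Star; dosing: test compounds delivered from DMSO solution; schedule: 30 min at room temperature; measured by: luminescence from enzymatic CDP-Star hydrolysis; controls: DMSO-only wells and no-enzyme negative control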
tim10-1 inh = growth inhibitors of tim10-1 mutant yeast, primary screen, luminescence, uHTS | S. cerevisiae tim10-1 ts strain growth, BacTiter-Glo, 24 h | inhibition, % at 20 µM | 2.2% of 330,000 active | AID 463190, 2010;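 active = inhibition of at least 40%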;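 note: mutant grown at 25 °C; 0% = DMSO wells with yeast and 100% = wells holding no yeast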
TIM10 inh = growth inhibitors of isogenic TIM10 control yeast, primary screen, counter-screen for tim10-1 yeast inhibitor project, luminescence, uHTS; S. cerevisiae TIM10 strain growth, BacTiter-Glo luminescence, 24 h; inhibition, % at 10 µM; 1.4% of 330,000 active;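 active = inhibition of 40% or more at the single tested concentration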;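 note: wild-type TIM10 isogenic control strain grown at permissive 25 °C; 0% = DMSO yeast wells and 100% = minimal medium wells without yeast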
APOBEC3A inh = APOBEC3A ssDNA deaminase inhibitors, primary screen, selectivity assay for APOBEC3G inhibitor project, biochemical, FAM/TAMRA oligo cleavage fluorescence; inhibition, % at 20 µM; recombinant A3A, FAM/TAMRA ssDNA deamination fluorescence; 0.41% of 330,000 active; DNA dC->dU-editing enzyme APOBEC-3A (Homo sapiens), P31941;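 active = at least 40% inhibition at 20 µM here, with at most 30% in a related deaminase screen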;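 note: plate controls were A3A with DMSO for no effect and wells lacking A3A enzyme for full effect; some results filed as inactive read as strong as hits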
Target sequence (P31941 whole entry, looked up): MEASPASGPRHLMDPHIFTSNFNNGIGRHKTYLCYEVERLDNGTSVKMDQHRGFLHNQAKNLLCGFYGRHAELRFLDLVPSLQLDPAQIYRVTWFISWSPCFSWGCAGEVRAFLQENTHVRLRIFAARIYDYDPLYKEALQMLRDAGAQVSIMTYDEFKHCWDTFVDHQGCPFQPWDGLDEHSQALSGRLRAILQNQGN
APOBEC3G inh = APOBEC3G DNA deaminase inhibitors, primary screen, biochemical, fluorescence, single-stranded DNA substrate, uHTS | DNA dC->dU-editing enzyme APOBEC-3G (Homo sapiens), Q9HC16 | recombinant A3G, ssDNA deamination FAM/TAMRA fluorescence | inhibition, % at 20 µM | 0.28% of 330,000 active;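 active = inhibition of at least 40% at 20 µM, with no more than 30% in the related APOBEC3A deaminase screen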;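 note: plate controls were DMSO wells with A3G for no effect and wells lacking A3G enzyme for full effect; some compounds called inactive have numbers as strong as hits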
Target sequence (Q9HC16 whole entry, looked up): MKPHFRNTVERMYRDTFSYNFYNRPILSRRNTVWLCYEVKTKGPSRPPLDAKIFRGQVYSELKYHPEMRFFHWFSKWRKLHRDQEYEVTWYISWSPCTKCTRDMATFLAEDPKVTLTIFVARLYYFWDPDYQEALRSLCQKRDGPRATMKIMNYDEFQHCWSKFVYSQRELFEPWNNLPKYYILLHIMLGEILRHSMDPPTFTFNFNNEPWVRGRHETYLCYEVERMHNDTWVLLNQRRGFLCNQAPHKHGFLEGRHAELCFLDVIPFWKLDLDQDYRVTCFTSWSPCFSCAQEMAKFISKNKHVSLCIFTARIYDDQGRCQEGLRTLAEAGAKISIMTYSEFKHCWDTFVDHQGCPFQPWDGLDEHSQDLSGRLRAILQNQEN
hIAP inh = human IAP inhibitors, primary screen, biochemical, luminescence, uHTS. 0.12% of 330,000 active. inhibition, % at 10 µM. purified IAP, CDP-Star luminescence, 30 min;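 active = inhibition reaching a set limit with compound at 10 µM in the primary screen, cut at about 35% in these data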;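 note: plate controls were DMSO wells with enzyme for no effect and no-enzyme buffer wells for full effect; values of inactives mirror those of a sister screen read the other way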
Target sequence (P09923 whole entry, looked up): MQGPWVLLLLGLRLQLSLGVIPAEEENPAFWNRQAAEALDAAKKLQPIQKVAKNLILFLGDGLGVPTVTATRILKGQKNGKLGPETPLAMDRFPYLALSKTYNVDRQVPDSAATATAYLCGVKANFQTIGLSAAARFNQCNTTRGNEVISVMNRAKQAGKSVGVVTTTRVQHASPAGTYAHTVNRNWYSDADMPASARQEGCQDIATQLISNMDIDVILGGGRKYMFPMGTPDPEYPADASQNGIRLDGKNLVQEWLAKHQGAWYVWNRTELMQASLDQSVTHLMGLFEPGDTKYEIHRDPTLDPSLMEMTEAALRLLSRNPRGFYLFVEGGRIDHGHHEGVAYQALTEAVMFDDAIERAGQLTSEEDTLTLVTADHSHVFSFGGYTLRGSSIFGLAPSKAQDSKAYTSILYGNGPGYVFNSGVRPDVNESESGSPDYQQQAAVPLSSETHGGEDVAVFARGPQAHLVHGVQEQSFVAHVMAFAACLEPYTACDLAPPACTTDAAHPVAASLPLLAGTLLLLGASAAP
mIAP inh = inhibitors of mouse IAP, primary screen, biochemical, luminescence, uHTS. purified mouse IAP, CDP-Star luminescence, 30 min. inhibition, % at 10 µM. 0.2% of 330,000 active. AID 2806, 2010;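 active = inhibition of at least 40% at 10 µM in the primary screen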;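 note: plate controls were DMSO with enzyme for no effect and no enzyme wells for full effect; values of inactives mirror those of a sister screen read the other way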
MIN6 prolif = inducers of MIN6 beta-cell proliferation, primary screen, ATP luminescence, uHTS; MIN6 cells proliferation, ATPlite luminescence, 48 h; cells starved in 0.2% serum; 100% = growth in 10% serum; proliferation, % at 10 µM; 0.29% of 330,000 active; AID 2380, 2010;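 active = compounds whose signal lies at least 3.5 SD above the mean of all wells on their plate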;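 note: 0% = DMSO-treated cells in low-serum medium and 100% = 10% serum control; some compounds called inactive have numbers as strong as hits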
NALP3 yeast inh = NALP3 inflammasome inhibitors in reconstituted yeast, primary screen, luminescence, uHTS | Yeast reconstituted NLRP3/ASC/caspase-1, beta-gal luminescence, 24 h | inhibition, % at 10 µM | 0.39% of 330,000 active;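 active = inhibition of 50% or more; inactive = inhibition below 50%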;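 note: plate controls were induced DMSO wells for no effect and uninduced yeast grown without galactose for full effect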
Numbers without * were called inactive.

SMILES	mIAP act	tim10-1 inh	TIM10 inh	APOBEC3A inh	APOBEC3G inh	hIAP inh	mIAP inh	MIN6 prolif	NALP3 yeast inh
COC(=O)c1cc(NS(=O)(=O)c2ccc(N3CCCCC3)c([N+](=O)[O-])c2)cc(C(=O)OC)c1	0.926	12.0	10.9	-2.6	-5.0	22.6	7.4	-3.1	15.8
O=C1NC(=Nc2ccccc2)SC1(CO)CO	0.894	-6.6	-6.1	-1.6	-8.2	-12.3	10.6	-0.2	12.7
CC(=O)c1cccc(NC(=O)C(C)OC(=O)CN2C(=O)NC(C)(C)C2=O)c1 (stereo not drawn)	0.95	-12.5	10.3	0.9	-3.2	-16.2	5.0	-3.3	14.4
Cc1ccc(S(=O)(=O)N2CCC(=O)N(C(COCc3ccc(Cl)cc3)C(C)C)CC2)cc1 (stereo not drawn)	0.995	13.9	13.1	-0.3	9.1	-10.7	0.5	-4.8	20.3
COc1ccc(-c2cc(C(F)(F)F)n3nc(C(=O)N4CCCCC4)cc3n2)cc1OC	1.09	25.2	2.3	-0.2	-0.7	-8.7	-9.0	1.3	10.7
O=C(CSc1nnc(CNC(=O)c2c(F)cccc2Cl)o1)NCc1ccc(F)cc1	1.08	-8.1	-2.6	3.0	8.6	-7.5	-7.8	-1.7	10.0
Cc1ccsc1CNn1cnnc1SCc1ccccc1F	0.984	34.9	10.6	0.3	-4.6	0.3	1.6	0.9	-3.6
O=C(COc1ccccc1)N/N=C/c1ccc(O[C@@H]2O[C@H](CO)[C@@H](O)[C@H](O)[C@H]2O)cc1	1.07	4.1	3.7	-1.1	-1.6	1.1	-7.1	0.0	15.0
Cc1cccc(NC(=O)CSc2nnnn2C)n1	0.973	10.8	-10.4	-0.3	-3.4	2.5	2.7	0.7	8.4
CCOC(=O)C1CCCN(S(=O)(=O)c2cccc3nsnc23)C1 (stereo not drawn)	1.06	25.9	3.5	-5.6	-9.4	-17.8	-5.7	-0.3	-3.8
CC(C)(O)C#Cc1ccc(CN2CCN(C3CCCC3)C(CCO)C2)cc1 (stereo not drawn)	0.978	-0.3	-2.3	4.4	2.6	-3.7	2.2	0.3	6.8
Cn1c2ccccc2c2nnc(SC3CCOC3=O)nc21 (stereo not drawn)	0.983	20.4	-13.8	-10.0	-11.7	0.0	1.7	-1.0	-0.4
CC(=O)Nc1ccc(/C=C/C(=O)c2ccc3c(c2)OCCO3)cc1	0.9	33.0	31.3	-2.3	-6.9	5.7	10.0	0.0	26.2
CC(=O)Nc1ccc(NC(=O)CSc2nnc3ccc(-c4ccccn4)nn23)cc1	0.952	-22.6	0.6	-2.1	-7.6	2.1	4.8	-3.2	8.8
O=C(NCc1ccccc1)c1ccc(S(=O)(=O)NCc2ccco2)cc1	1.07	14.3	-15.8	-1.2	-10.0	3.4	-7.3	-3.3	20.4

Copied from the list.
O=C(NCc1ccccc1)c1ccc(S(=O)(=O)NCc2ccco2)cc1 in hIAP inh has 3.4
O=C(COc1ccccc1)N/N=C/c1ccc(O[C@@H]2O[C@H](CO)[C@@H](O)[C@H](O)[C@H]2O)cc1 in APOBEC3G inh has -1.6
O=C1NC(=Nc2ccccc2)SC1(CO)CO in hIAP inh has -12.3

Next section
SMILES	mIAP act	tim10-1 inh	TIM10 inh	APOBEC3A inh	APOBEC3G inh	hIAP inh	mIAP inh	MIN6 prolif	NALP3 yeast inh
CC[C@@H]1C/C=C\Cc2ccccc2[C@@H](C(=O)C[C@@H](O)CC(C)=O)OC1=O	1	-4.5	-0.8	-2.4	-5.8	-1.3	-0.2	1.9	13.7
Nc1nnnn1/N=C\c1ccc(Cl)c([N+](=O)[O-])c1	0.873	8.2	-1.8	-2.6	-7.3	5.7	12.7	-1.5	-7.4
Cc1ccc2nc(-c3ccc(NC(=O)CN(c4ccccc4C)S(C)(=O)=O)cc3)sc2c1	0.871	11.3	5.3	-0.8	-6.8	-32.4	12.9	-2.1	10.1
N#Cc1ccc(NC(=O)COC(=O)c2ccc(F)c(S(=O)(=O)N3CCOCC3)c2)cc1	1.07	13.8	6.4	3.3	-0.9	-7.4	-7.5	0.2	12.2
COc1ccc(OCCn2cncn2)cc1	1.03	7.0	3.6	-4.0	-2.1	1.9	-2.7	0.3	-8.1
COc1ccc(N(CC(=O)N2CCOCC2)S(C)(=O)=O)cc1OC	0.964	-9.9	-7.7	-1.1	-6.6	-0.6	3.6	-3.8	5.7
O=C(NCc1cnc2ccccn12)C1CCC(=O)N(Cc2ccccc2F)C1 (stereo not drawn)	1.02	9.1	-3.9	-0.3	-1.3	8.6	-2.5	-3.1	13.9
Cc1oc2ccc(O)c(CN3CCOCC3)c2c1C(=O)c1ccc(Cl)cc1	0.994	21.2	-6.1	1.0	-2.0	4.4	0.6	-4.1	19.2
O=C(NN=C1CCCC1)c1ccc(Br)cc1	0.98	4.5	-7.4	-5.3	-3.5	10.6	2.0	0.4	7.0
CC(C)CCc1noc(CN2CCC(CCN3CCCC3=O)CC2)n1	0.966	10.2	-0.7	-2.4	-2.9	3.4	3.4	-1.1	7.6
NNC(=O)c1cn2ccccc2n1	1.01	2.1	10.0	1.8	1.9	-3.8	-0.7	-0.7	7.5
CC(C)NC(=O)c1noc2cc([N+](=O)[O-])ccc12	1.05	13.6	2.0	1.0	-0.8	5.5	-4.8	-3.0	10.8
NS(=O)(=O)c1ccc(CCNCC(=O)NCc2ccccc2Cl)cc1	1.04	12.5	1.6	-4.0	-6.8	-12.9	-4.2	1.0	11.0
O=c1cc(NCC2CCCO2)[nH]c(=O)n1-c1ccc(Cl)cc1 (stereo not drawn)	0.92	21.8	10.2	-3.0	-8.7	-3.1	8.0	1.3	3.8
CCCS(=O)(=O)N1CCC(C(=O)N2CCOCC2)CC1	0.905	4.2	8.2	-0.2	-6.4	6.0	9.5	-1.3	17.9
O=C(/C=C/c1ccc(OC(F)F)cc1)OCC(=O)N1CCC(c2ccccc2)=N1	0.976	2.4	5.2	-2.7	-5.7	7.8	2.4	-2.6	-3.4
Cc1c(C(c2ccccc2)c2c(C)n(C)n(-c3ccccc3)c2=O)c(=O)n(-c2ccccc2)n1C	1.02	-6.9	-7.6	-6.3	-4.6	-5.2	-2.3	-1.8	6.1
COc1ccc(NC(=O)COC(=O)CN2C(=O)NC(C)(C)C2=O)cc1	0.946	6.3	-0.5	1.6	-1.8	3.3	5.4	-3.4	6.4
Cc1nc(NC(=O)c2ccc(Br)o2)sc1C	0.941	23.2	12.9	2.3	-1.3	2.9	5.9	-2.2	5.1
CCC(C)NC(=O)CS(=O)Cc1nc(-c2ccccc2C)oc1C (stereo not drawn)	0.992	10.3	6.8	2.8	-2.7	-6.0	0.8	-0.9	9.2
COc1ccc2oc3cc(C)[n+]([O-])c(-c4ccc(C)cc4)c3c2c1	0.945	15.1	23.7	0.6	-6.4	9.7	5.5	-0.9	2.9
Cc1cc(C(=O)N/N=C/c2ccc(-c3cccc([N+](=O)[O-])c3)o2)n[nH]1	0.882	16.3	-1.0	-6.7	-6.6	-43.0	11.8	0.1	5.4
COc1ccc(N2C(=O)C(F)(F)C2c2cccc(F)c2)cc1 (stereo not drawn)	0.937	-1.5	-12.7	-2.2	-13.4	-6.8	6.3	-3.5	7.0
Cc1ccccc1OCc1nnc(SCC(=O)Nc2ccc3nc(SCC(=O)Nc4ccccc4)sc3c2)n1C	0.809	-21.1	-20.5	3.8	0.1	-20.0	19.1	0.0	18.7
O=C(CSC1c2ccccc2C(=O)N1c1ccccc1)N1CCOCC1 (stereo not drawn)	1.12	5.0	-6.1	3.8	-1.0	-11.5	-12.0	2.8	6.6
CCc1ccc(OCCCCCn2ccnc2)cc1	0.906	-48.4	-11.4	-5.1	-4.8	5.4	9.4	3.5	25.2
N#CC(C#N)=NNc1ccc([N+](=O)[O-])cc1	0.664	-2.4	37.8	3.2	-1.6	35.2*	33.6	-3.0	36.1
CN(CCC1CCCCO1)C(=O)CCc1nnc(CCc2ccccc2)o1 (stereo not drawn)	0.989	1.7	1.1	2.2	-8.3	-36.2	1.1	-3.8	19.0
O=C(O)c1ccccc1-c1ccccc1C(=O)Nc1cccc(-c2nc3ccccc3o2)c1	0.924	9.9	14.9	-1.8	-5.4	18.0	7.6	-1.9	3.6
COCCCNc1nc2c(c(=O)[nH]c(=O)n2C)n1CCCc1ccccc1	1.01	20.2	-1.0	-5.9	-2.7	5.8	-0.7	0.0	7.4
COC(=O)CSc1c(-c2ccccc2)c2cc(Cl)ccc2[nH]c1=O	0.909	25.8	35.8	-3.7	-6.7	6.9	9.1	-0.8	-12.9
CCOC(=O)CSc1nc(C)nc2c1sc1nc(C)c(C(C)=O)c(-c3ccc(OC)cc3)c12	0.95	11.7	6.5	0.6	-4.6	9.0	5.0	-1.6	17.2
Cc1ccccc1NC(=O)c1ccc2nccnc2c1	0.997	-16.8	13.3	-4.0	-11.3	-15.6	0.3	1.2	8.1
COc1ccc(CCC(=O)N2CCN(c3ccc(OC)cc3)CC2)cc1	0.983	16.9	18.8	-5.7	-11.8	2.2	1.7	-1.8	21.9
CCn1cc(C(=O)OCC(=O)Nc2cccc(C)c2)c(=O)c2ccc(C)nc21	1.03	3.0	2.4	-1.5	-1.9	8.1	-3.4	0.0	9.5
O=C(COc1ccccc1O)c1cccs1	1.03	11.0	-6.4	2.7	5.4	-0.9	-2.6	-4.2	19.0
CC(C)[C@H](NC(=O)NCc1cccs1)C(=O)O	0.998	3.7	-11.3	-5.5	-8.3	-18.5	0.2	0.5	-2.7
CCCCN(C)C(=O)CCC(=O)Nc1ccc2nc(N3CCOCC3)cc(C)c2c1	0.991	13.9	3.6	-0.3	3.2	0.6	0.9	-2.0	4.0
C[C@]12C=C[C@H](O)CC1=CCC1C2CC[C@@]2(C)C1CCC21OCCO1 (stereo partly drawn)	0.994	5.1	16.5	2.4	9.0	13.5	0.6	-3.6	56.6*
O=C(NC1CCCCCCC1)C1=COCCO1	1.03	-6.8	-2.7	5.4	3.3	3.4	-3.3	0.6	5.3
O=C(c1ccccc1O)N1N=C(c2ccccc2)CC1(O)C(F)(F)F (stereo not drawn)	0.943	29.1	45.9*	-0.8	-4.2	-19.4	5.7	2.8	-5.7
CCOc1ccc(CCNC(=O)c2ccc3c(=O)[nH]c4c(C(=O)NC(C)C)sc(=S)n4c3c2)cc1	0.87	28.2	-4.7	-8.0	-8.2	-9.7	13.0	-4.8	15.4
Cn1c(N)c(C(=O)COC(=O)/C=C/c2cccc(F)c2)c(=O)n(C)c1=O	0.95	15.9	11.4	-5.4	-8.9	2.2	5.0	-0.4	6.8

Shown with values under each structure: part of the list above
Each structure is followed by: mIAP act	tim10-1 inh	TIM10 inh	APOBEC3A inh	APOBEC3G inh	hIAP inh	mIAP inh	MIN6 prolif	NALP3 yeast inh
O=C(NC1CCCCCCC1)C1=COCCO1
    1.03	-6.8	-2.7	5.4	3.3	3.4	-3.3	0.6	5.3
O=C(c1ccccc1O)N1N=C(c2ccccc2)CC1(O)C(F)(F)F (stereo not drawn)
    0.943	29.1	45.9*	-0.8	-4.2	-19.4	5.7	2.8	-5.7

Screening results from PubChem.
